Source: PubChem (The Scripps Research Institute Molecular Screening Center)
PAFAH2 inh: PAFAH2 (human) inhibition | Q99487 | recombinant PAFAH2, FP-rhodamine activity probe, fluorescence polarization | inhibition, % at 3.39 µM | 340,000 compounds, 0.99% hits;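 active = inhibition above the mean over all tested compounds plus 3 SD, cut at about 30% in these data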;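 also: inhibitors block probe labeling of enzyme so polarization drops; 0% = enzyme with DMSO and 100% = wells lacking PAFAH2 protein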
* marks the source's active call; other numbers are inactive results. The list is partial, so the mix of outcomes need not match the whole.

No.	PAFAH2 inh	structure
1	33*	COc1ccccc1CNC(=O)COC(=O)c1c[nH]c2ccccc12
2	7	Fc1cccc(Cl)c1CN1CCN(c2nc3ccccc3s2)CC1
3	5	COc1ccccc1NC(=O)C(C)OC(=O)C(C)SCC(=O)Nc1ccc(C)cc1 (stereo unspecified)
4	2	CCOC(=O)CSc1nc2sc3c(c2c(=O)n1-c1ccc(OC)cc1)CCN(C)C3
5	2	Cc1c(C(=O)OC(C)C)sc(NC(=O)c2cnccn2)c1C(=O)OC(C)C
6	17	COc1ccc2c(c1)/C(=C\c1cccc(/C=C3/C(=O)Nc4ccc(OC)cc43)n1)C(=O)N2
7	3	COc1ccc(CCC(=O)Nc2ccc(Cl)c(S(=O)(=O)N3CCOCC3)c2)cc1OC
8	39*	CCN(CC)CCCC(C)n1c2nc(=O)[nH]c(=O)c-2nc2cc(Cl)ccc21 (stereo unspecified)
9	1	CN(CC(=O)Nc1ccc(F)cc1)C(=O)CN1C(=O)NC2(CCCC2)C1=O
10	3	Cc1noc(C)c1C(=O)OCC(=O)NCc1ccccc1
11	0	CCOC(=O)c1sc(N)nc1C(F)(F)F
12	7	Cc1ccc(S(=O)(=O)N2CCN(C(=O)COC(=O)COc3ccc(Cl)cc3C)CC2)c(C)c1
13	-3	O=C(Cc1cccc(F)c1)N1CCOCC1
14	3	Cn1c(=O)c2[nH]c(Cc3cccc(O)c3)nc2n(C)c1=O
15	0	COc1cc(C)ccc1OCc1cc(C(=O)N2CCCCCC2)no1
16	3	O=C(N/N=C/c1cccnc1)c1ccc2ccccc2c1O
17	11	c1ccc(-c2c[nH]c(-c3ccccc3)c2)cc1
18	-22	COc1cc2c3nnc(-c4ccc(F)cc4)c-3cn(Cc3ccccc3F)c2cc1OC
19	2	CCOC(=O)c1ccccc1OC(=O)Oc1ccccc1C(=O)OCC
20	-2	N#Cc1ccc(CN2CCN(C(=O)CNC(=O)Cc3cccc4ccccc34)CC2)cc1
21	-3	CN(C)C(CNC(=O)C1CCN(S(=O)(=O)c2ccccc2C(F)(F)F)CC1)Cc1ccccc1 (stereo unspecified)
22	-7	CC(C)(C)OC(=O)N(CCc1ccccc1)Cc1ccccc1OCc1cccc(NC(=O)C2CCCC2)c1
23	8	COc1ccc(OC)c(NP2(=O)OCC(C)([N+](=O)[O-])CO2)c1 (stereo unspecified)
24	2	O=C(NCc1ccc2c3c(cccc13)C(=O)N2)c1cccs1
25	-1	COc1ccc(C(=Cc2cc(OC)c(OC)cc2[N+](=O)[O-])C(=O)O)cc1
26	4	Cc1ccccc1NC(=O)Cc1nc(COC(=O)c2ncc(Cl)c(Cl)c2Cl)cs1
27	-1	O=C(Nc1cccc(S(=O)(=O)N2CCOCC2)c1)c1cc(S(=O)(=O)N2CCOCC2)c(Cl)cc1Cl
28	8	NC(=O)C1(Nc2ccc(-c3ccc(Br)cc3)cc2)CCCC1
29	7	Oc1ccccc1C=NCCN1CCN(CCN=Cc2ccccc2O)C1c1ccccc1O (stereo unspecified)
30	-4	C(=NOCCc1ccccc1)c1ccncc1
31	4	Cc1ccc(NC(=O)CSCC(=O)N(C)CC(=O)Nc2ccccc2C(F)(F)F)cc1
32	-2	COc1ccc2c(ccc[n+]2CC(=O)c2ccccc2)c1
33	2	CCC1(C(=O)NC(=Nc2ccccc2)Nc2ccccc2)CCOC1=O (stereo unspecified)
34	10	COCCCNC(=S)NCCNc1nc2c(C)c(C)ccc2cc1C#N
35	7	Cc1nc2c(Br)cc(Br)cc2c(=O)n1-c1ccccc1NC1OCC(O)C(O)C1O (stereo unspecified)
36	6	CNC1CCc2cc(OC)c(OC)c(OC)c2-c2ccc(SC)c(=O)cc21 (stereo unspecified)
37	-25	O=C1NC(=S)S/C1=C\c1cc(Cl)cc(Cl)c1O
38	-4	O=c1[nH]c(=S)[nH]cc1Oc1ccc(Cl)cc1
39	4	C/C=N/N(c1ccccc1)c1ccccc1
40	-3	O=C(/C=C/c1ccccc1)Nc1cccc(C(=O)N2CCCCC2)c1
41	-3	CC(C)C[C@@H](CNCC(=O)[C@H](CC(C)C)NC(=O)c1[nH]cnc1C(=O)N[C@H](CN)CC(C)C)NC(=O)c1nc[nH]c1C(=O)N[C@@H](Cc1ccccc1)C(=O)O
42	-10	O=C(CC1Sc2ccccc2NC1=O)NNc1cccc(Cl)c1Cl (stereo unspecified)
43	0	O=C(Nc1ccccc1Cl)NC1CCCCCCC1
44	3	O=C(OCc1ccccc1C(F)(F)F)c1ccc(Br)c(S(=O)(=O)N2CCOCC2)c1
45	6	O=C(CN1C(=O)NC2(CCCCC2)C1=O)Nc1cc(C(F)(F)F)ccc1N1CCCC1
46	-2	COc1ccc(C2/C(=C(/O)c3ccc4c(c3)CC(C)O4)C(=O)C(=O)N2CCN2CCOCC2)cc1OC (stereo unspecified)
47	-5	O=C(O)C1OCC2(CO1)COC(C(=O)O)OC2 (stereo unspecified)
48	0	CC(C)c1ccc(S(=O)(=O)Nc2ccc(O)c(Sc3ncn[nH]3)c2)cc1
49	-4	CCOC(=O)C1=C(O)/C(=C/c2ccc(-c3ccccc3C(=O)O)o2)SC1=Nc1ccc(OC)cc1
50	-2	COc1ccc(NN=Nc2ccc([N+](=O)[O-])cc2)cc1
51	13	CC1CC(C)(C)CC2(C1)NC(=O)N(CC(=O)N1CCN(S(=O)(=O)c3cccc(Cl)c3Cl)CC1)C2=O (stereo unspecified)
52	-4	COc1ccc(S(=O)(=O)NNC(=O)C23CC4CC(CC(C4)C2)C3)cc1
53	1	C[C@H](NC(=O)C1CCC(CNC(=O)[C@@H]2CCCN2C(=O)OC(C)(C)C)CC1)C(=O)O (stereo partly specified)
54	8	Cc1cccc(NC(=O)NNC(=O)c2ccc3ccccc3c2)c1
55	0	Cc1ccc(OCCCCN2CCCCC2)cc1
56	-4	Cc1ccc(S(=O)(=O)c2ccsc2NC(=O)c2ccccc2)cc1
57	-1	CCOC(=O)CN1CC(C)(C)N(CC(=O)OCC)CC1(C)C
58	0	O=C(NCc1ccccc1)c1ccc2c(c1)C(=O)N(Cc1cccnc1)C2=O
59	-2	CC(=O)Nc1cc(NC(C)=O)cc(C(=O)NCC2(N3CCOCC3)CCCCC2)c1
60	4	O=C1CCC[C@@H]2Cc3nc4cc5c(cc4cc3[C@@H]3CCN1[C@H]23)OCO5

Reformatted bar-delimited: part of the list above
entry | smiles | PAFAH2 inh
54 | Cc1cccc(NC(=O)NNC(=O)c2ccc3ccccc3c2)c1 | 8
55 | Cc1ccc(OCCCCN2CCCCC2)cc1 | 0
56 | Cc1ccc(S(=O)(=O)c2ccsc2NC(=O)c2ccccc2)cc1 | -4
57 | CCOC(=O)CN1CC(C)(C)N(CC(=O)OCC)CC1(C)C | -1

Records listed so far shown as hits in PAFAH2 inh:
No.	PAFAH2 inh	structure
1	33*	COc1ccccc1CNC(=O)COC(=O)c1c[nH]c2ccccc12
8	39*	CCN(CC)CCCC(C)n1c2nc(=O)[nH]c(=O)c-2nc2cc(Cl)ccc21 (stereo unspecified)

Next section:
No.	PAFAH2 inh	structure
61	-11	N#Cc1c(-c2cccs2)nc(SCc2ccc(Cl)cc2)[nH]c1=O
62	14	CN(C)c1nc2c(N)ncnc2n1C1OC(CO)C(O)C1O (stereo unspecified)
63	21	O=C(Nc1sc2c(c1C(=O)O)CCCC2)c1cccc(Cl)c1
64	3	O=C(NN=Cc1c(O)ccc2ccccc12)C1CC1
65	11	Cc1ccc(NC(=O)Nc2cccc(F)c2)nc1
66	-1	COc1cccc(C(C#N)NCCCNC(C#N)c2cccc(OC)c2OC)c1OC (stereo unspecified)
67	-1	COc1ccc(N=CC2CCCCC2=O)c([N+](=O)[O-])c1 (stereo unspecified)
68	27	O=C(O)C(=Cc1cc2c(cc1[N+](=O)[O-])OCO2)c1cc2c(cc1Br)OCO2
69	-3	O=S1(=O)c2c(Oc3cccc4ccccc34)cccc2OC(COCc2ccccc2)CN1C1CCCC1 (stereo unspecified)
70	-4	CCOC(=O)C(C#N)(Cc1ccc2ccccc2n1)Cc1ccc2ccccc2n1
71	-4	CC12CCC(C(=O)C1)C1(C)CCCC(=O)C21 (stereo unspecified)
72	16	Cc1ccc(NC(=S)NNC(=S)Nc2ccc(C)cc2)cc1
73	17	CCN(CC)Cc1c(O)c(Cl)cc2c(C)cc(=O)oc12
74	2	O=C(NCc1cccs1)[C@@H]1CCCN1S(=O)(=O)c1ccccc1F
75	-8	CC(=O)C1CCC2C3CCC4=CC(=O)CCC4(C)C3(F)C(O)CC12C (stereo unspecified)
76	59*	O=C1C=CC(=O)c2c(O)c(N3CCN(CCOCCO)CC3)c(Br)c(O)c21
77	5	CCOC(=O)CSc1nnc(-c2ccccc2)c(-c2ccccc2)n1
78	-3	O=C(Nc1ccc(N2CCN(C(=O)c3ccccc3)CC2)cc1)c1ccc([N+](=O)[O-])o1
79	5	CCOC(=O)N1CC(C)N(C(=S)Nc2ccccc2)CC1C (stereo unspecified)
80	12	COc1ccc(Cc2nnc(NC(=O)c3ccccc3F)s2)cc1
81	-2	CCN(CC(=O)NCc1cccs1)C(=O)c1ccc(N(C)S(=O)(=O)c2ccc(C)cc2)cc1
82	2	COc1cccc(/C=N/NC(=O)CC(C)O)c1OC/C=C/c1ccccc1 (stereo unspecified)
83	-4	CC(C)C[C@@H](CN)NC(=O)c1nc[nH]c1C(=O)N[C@@H](CC(C)C)C(=O)CNC[C@H](C)NC(=O)c1nc[nH]c1C(=O)N[C@@H](C)C(=O)O
84	1	O=C(Nc1ccccc1Cl)C1C2CCCCC21 (stereo unspecified)
85	-2	CCCN1Cc2cccc(C(=O)Nc3ccc(OC)c(OC)c3)c2C1=O
86	6	O=C(Nc1ccccc1)C(CCCCN1C(=O)c2ccccc2C1=O)N1C(=O)c2ccccc2C1=O (stereo unspecified)
87	-3	O=c1[nH][nH]c(=O)c2c1[nH]c(=S)n2Cc1ccccc1
88	5	CCOC(=O)C1=C(C(=O)OCC)N(Cc2ccccc2)CCC1=O
89	-4	Cc1cc(NC(=O)c2ccc3[nH]c(C)c(C)c3c2)ccn1
90	0	N#Cc1cn(Cc2ccco2)c(=O)[nH]c1=O
91	-6	O=C(O)c1ccc(Nc2ccc([N+](=O)[O-])c3nonc23)cc1
92	-1	Cc1cc(C(=O)O)ccc1-c1ccc(/C=N/n2cnnc2)o1
93	2	C=C1CCc2c([nH]c3ccc(OCC(C)C)cc23)C1=O
94	2	S=c1c2[nH]cnc2ncn1CCSc1ncnc2nc[nH]c12
95	-4	CCOc1cc2c(cc1O)C(=NOC)CC1C2CCC2(C)C(O)CCC12 (stereo unspecified)
96	0	COc1cccc(S(=O)(=O)Nc2ccc3c(c2)OCCO3)c1
97	11	CCN1CCN(c2ccc(S(=O)(=O)N3CCOCC3)cc2NC(=O)C2CCC(C(C)(C)C)CC2)CC1 (stereo unspecified)
98	0	COC(=O)COc1ccc(C(c2c(C)[nH][nH]c2=O)c2c(C)[nH][nH]c2=O)cc1
99	0	CCC1(CC)C(=O)N(c2ccccc2)C(=N)N(c2ccccc2)C1=O
100	3	CN(C(=O)c1cccc(NC(=O)Cc2ccc(NC(=O)C3CCCN(C(=O)C4CCC4)C3)cc2)c1)C1CCCCC1 (stereo unspecified)

Molecules listed so far that have a tert-butyl group:
No.	PAFAH2 inh	structure
22	-7	CC(C)(C)OC(=O)N(CCc1ccccc1)Cc1ccccc1OCc1cccc(NC(=O)C2CCCC2)c1
53	1	C[C@H](NC(=O)C1CCC(CNC(=O)[C@@H]2CCCN2C(=O)OC(C)(C)C)CC1)C(=O)O (stereo partly specified)
97	11	CCN1CCN(c2ccc(S(=O)(=O)N3CCOCC3)cc2NC(=O)C2CCC(C(C)(C)C)CC2)CC1 (stereo unspecified)

Next part:
No.	PAFAH2 inh	structure
101	-5	COC(CNC(=O)c1ccc2c(=O)n(Cc3ccc(Cl)cc3)c(=S)[nH]c2c1)OC
102	-1	COc1cccc(NC(=O)NNS(=O)(=O)c2ccc(OC)cc2OC)c1
103	5	CCCCN(C(=O)c1ccc2c(c1)S(=O)(=O)N=C1CCCCCN12)c1c(N)n(CC(C)C)c(=O)[nH]c1=O
104	2	O=C(NCc1c(O)ccc2ccccc12)c1ccccc1
105	-2	CCCCC(c1nnnn1CC1CCCO1)N1CCN(c2nc3ccccc3s2)CC1 (stereo unspecified)
106	12	O=C(O)c1cc(Sc2ccc(Br)cc2)nc2ccccc12
107	14	CC(C)C[C@H]1CNC(=S)N1CC1CCN(CCCC2CCCC2)CC1
108	3	Cc1cc(C(=O)CN2C(=O)C(=O)N(C3CCCC3)C2=O)c(C)n1CCc1ccccc1
109	1	C[C@H](O)[C@@H]1C(=O)N2CCc3ccc(N4CCOCC4)cc3[C@@H]2C[C@@H]1N(C)S(=O)(=O)c1ccccc1
110	11	CCOc1ccc(N(CC(=O)NC2CCCCC2)C(=O)Cn2nnc(-c3ccc(C)o3)n2)cc1
111	9	CC(=O)N1c2ccccc2S(=O)(=O)c2c1ccc1ccccc21
112	1	CC1CCCCC12NC(=O)N(CC(=O)N1CCN(S(=O)(=O)c3ccc4c(c3)CCC4)CC1)C2=O (stereo unspecified)
113	2	CC(C)(COC(=O)C(c1ccccc1)c1ccccc1)CN1CCOCC1
114	0	COc1cccc(CN(C)C(=O)c2ccccc2Sc2ccccc2C#N)c1OC
115	1	O=[N+]([O-])c1ccc(Nc2c3ccccc3nc3ccccc23)cc1
116	-2	O=C(O)CCN1C(=O)/C(=C2\C(=O)N(Cc3ccccc3Cl)c3ccccc32)SC1=S
117	7	Nc1c(N(Cc2ccco2)C(=O)COc2ccc(Cl)cc2)c(=O)[nH]c(=O)n1Cc1ccccc1

3 entries from above in another layout.
117. Nc1c(N(Cc2ccco2)C(=O)COc2ccc(Cl)cc2)c(=O)[nH]c(=O)n1Cc1ccccc1
  PAFAH2 inh = 7

106. O=C(O)c1cc(Sc2ccc(Br)cc2)nc2ccccc12
  PAFAH2 inh = 12

115. O=[N+]([O-])c1ccc(Nc2c3ccccc3nc3ccccc23)cc1
  PAFAH2 inh = 1
